PKA-R2B act: PKA-R2B complex activation. PKA-R2B holoenzyme dissociation, Cy5-IP20 fluorescence polarization; R2B truncated from residue 108, S112A mutant; 0% DMSO only, 100% 113 µM cGMP. 0.079% of 340,000 active. activation, % at 11.4 µM;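 active = activation above a cutoff set at the mean over all compounds plus 3 SD, cut at about 18% in these data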;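 note: higher means more holoenzyme dissociation and a rise in polarization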
Target sequence (P31323 whole entry, looked up, other chains not shown, the tested form may be a part): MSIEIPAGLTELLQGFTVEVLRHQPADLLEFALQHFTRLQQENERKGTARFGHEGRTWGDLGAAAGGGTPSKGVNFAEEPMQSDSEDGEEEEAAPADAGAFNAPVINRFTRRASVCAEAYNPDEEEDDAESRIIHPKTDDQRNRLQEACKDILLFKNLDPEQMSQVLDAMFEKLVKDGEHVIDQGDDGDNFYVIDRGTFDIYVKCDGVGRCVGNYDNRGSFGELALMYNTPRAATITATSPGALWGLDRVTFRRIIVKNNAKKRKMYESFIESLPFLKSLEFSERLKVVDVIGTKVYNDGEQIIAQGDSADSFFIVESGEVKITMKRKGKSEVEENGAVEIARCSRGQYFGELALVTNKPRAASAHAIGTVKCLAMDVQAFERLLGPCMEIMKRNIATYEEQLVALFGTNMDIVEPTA
AddAB inh: less growth of phage-infected E. coli with AddAB; E. coli expressing H. pylori AddAB, absorbance growth; inhibition, % at 11.9 µM; 0.29% of 330,000 active; AID 435030; in the data active = inhibition above about 12%;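 note: 0% = vehicle wells of infected cells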
HTR5A ag ctr: activates human HTR5A in OPRM1-OPRD1 agonist counter-screen; P47898; HTR5A agonist assay, luminescence, cell-based; activation, % at 9.3 µM; 0.61% of 340,000 active; AID 504692; in the data active = activation mostly above about 9.5%, no sharp cut-off; inactive = mostly below about 7.6%;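 note: 0% = cells with vehicle only and 100% = reference agonist; strong numbers were not always called active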
Tat transport: blocks Tat-dependent protein export in E. coli; AID 488895; 0.036% of 340,000 active; inhibition, % at 10 µM; E. coli MC4100 TorA-mCherry Tat export, fluorescence;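 active = mean replicate inhibition at least 50% and at least half of replicates individually reaching 50%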;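 note: exported cargo escapes ClpAP degradation while cytoplasmic cargo is degraded and loses fluorescence; 0% = median of neutral control wells and 100% = median of NaSCN control wells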
HTR5A inv ag: inverse agonist of human HTR5A in OPRM1-OPRD1 counter-screen. P47898. HTR5A cell line, luminescence, inverse agonism. inhibition, % at 9.3 µM. 0.083% of 340,000 active; in the data active = inhibition mostly above about 23%, no sharp cut-off; inactive = mostly below about 18%;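 note: 0% = cells with DMSO and 100% = no-cell wells with DMSO; some compounds called inactive have numbers as strong as hits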
PKA-R1A act: PKA-R1A complex activation | PKA-R1A dissociation, Cy5-IP20 fluorescence polarization; scaled: DMSO 0%, 113 µM cGMP 100% | 0.083% of 340,000 active | AID 504707 | P00514+P68181 | activation, % at 11.4 µM;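 active = percent activation above the mean of all tested compounds plus 3 SD, cut at about 19% in these data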;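 note: higher means more PKAc released from R1A so a rise in polarization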
CDK5 inh: inhibitors of human CDK5/p35 kinase | Q00535+Q15078 | Recombinant CDK5/p35, ADP-Glo luminescence, 60 min | inhibition, % at 10 µM | 0.01% of 330,000 active | AID 488839;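 active = highest replicate inhibition of at least 50% and at least 75% of replicates reaching 50%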;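 note: plate controls were DMSO neutral control for no effect and GW8510 at 10 µM for full effect; many of its hits are not listed in these tables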
phage Ecoli inh: E. coli growth loss with phage present. growth absorbance. inhibition, % at 11.9 µM. 0.26% of 360,000 active. AID 651602; in the data active = inhibition above about 11%
DAGLB inh: blocks human DAGLB lipase activity | AID 504411 | HEK293T DAGLB membrane lysate, EnzChek fluorogenic substrate | inhibition, % at 5.17 µM | Q8NCG7 | 0.059% of 340,000 active; in the data active = inhibition above about 34%;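 note: 0% = enzyme with vehicle and 100% = wells lacking enzyme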
Target sequence (Q8NCG7 whole entry, looked up): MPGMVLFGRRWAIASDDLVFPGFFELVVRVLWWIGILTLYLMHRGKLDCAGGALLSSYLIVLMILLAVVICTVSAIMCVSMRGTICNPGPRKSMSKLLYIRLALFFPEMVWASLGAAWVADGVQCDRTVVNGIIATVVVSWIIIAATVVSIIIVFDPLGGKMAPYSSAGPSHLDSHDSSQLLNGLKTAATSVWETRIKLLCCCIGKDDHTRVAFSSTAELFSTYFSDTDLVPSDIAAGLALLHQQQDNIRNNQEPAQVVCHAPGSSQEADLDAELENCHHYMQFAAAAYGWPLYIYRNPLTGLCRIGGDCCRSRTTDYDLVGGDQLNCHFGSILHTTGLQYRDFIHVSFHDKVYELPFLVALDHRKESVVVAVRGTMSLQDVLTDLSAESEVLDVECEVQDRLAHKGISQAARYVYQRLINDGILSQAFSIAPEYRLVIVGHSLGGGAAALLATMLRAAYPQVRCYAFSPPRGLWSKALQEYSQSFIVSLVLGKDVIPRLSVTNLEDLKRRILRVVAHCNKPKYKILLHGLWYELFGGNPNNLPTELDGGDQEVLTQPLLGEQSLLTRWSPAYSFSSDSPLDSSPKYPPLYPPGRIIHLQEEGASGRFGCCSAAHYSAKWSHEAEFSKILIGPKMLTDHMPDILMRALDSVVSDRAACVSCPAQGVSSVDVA
E coli growth: bacterial growth inhibition, counter-screen for AddAB inhibitors; E. coli V3065 growth, OD600 absorbance, 18 h; inhibition, % at 11.9 µM; 0.27% of 330,000 active; AID 449728;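 active = inhibition above the campaign's mean inhibition across all tested compounds plus 3 SD, cut at about 9.9% in these data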;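 note: uninfected addAB+ strain grown without phage in ampicillin broth; 0% = DMSO wells and 100% = ciprofloxacin 0.95 µg/ml wells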
SUMO Mot1 rescue: inhibitors of SUMOylation pathway: yeast Mot1-301 growth rescue. S. cerevisiae Mot1-301 growth rescue, ATP luminescence, 38.5C; percent above DMSO median, 100 means doubled. 1% of 320,000 active. AID 2716. growth rescue, % at 18.8 µM;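 active = every valid replicate shows activation above 250% relative to neutral control wells; inactive = the rest, any valid replicate at or below 250%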;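 note: OY570 slx delta 5 strain wells were the positive control but not used for scaling; some compounds called inactive have numbers as strong as hits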
The depositor's hits bear a star; · = not tested or not shown.

SMILES	PKA-R2B act	AddAB inh	HTR5A ag ctr	Tat transport	HTR5A inv ag	PKA-R1A act	CDK5 inh	phage Ecoli inh	DAGLB inh	E coli growth	SUMO Mot1 rescue
O=C(NCc1ccc2c(c1)OCO2)C1CC(=O)N(C2CCCCCCC2)C1 (stereo unspecified)	-7.5	2.5	1.3	-1.2	9.0	-3.4	0.2	-0.1	-0.2	-1.4	-12.3
CCOCCn1c(SCc2cccc(C)c2)nc2c1c(=O)[nH]c(=O)n2C	10.9	-3.7	1.0	8.6	-39.7	6.5	0.2	-0.1	2.8	3.1	6.2
COc1cc(OC)c(C(=O)OC(C)C(=O)NCc2ccc3c(c2)OCO3)cc1OC (stereo unspecified)	1.4	-2.9	-2.0	3.6	7.7	0.0	0.9	1.3	0.3	-3.2	9.6
CCc1ccccc1NC1c2ccccc2C(=O)N1Cc1ccco1 (stereo unspecified)	4.3	-0.7	3.2	15.7	-9.9	2.3	-0.3	3.0	1.3	-2.0	-2.1
NS(=O)(=O)c1ccc(NC(=O)COC(=O)c2cc3ccccc3cc2O)cc1	2.2	1.3	-3.3	-11.1	32.1	-3.7	-0.5	5.4	-0.5	-2.9	-12.8
COc1ccc(-c2csc3ncnc(Cl)c23)cc1	-6.0	-1.2	3.5	-3.0	-8.6	2.4	-1.2	-0.1	-4.1	-3.6	0.0
CCOC(=O)N1CCN(C(=O)CS(=O)(=O)Cc2nc(-c3cccc(OC)c3)oc2C)CC1	4.3	2.1	3.6	1.4	1.6	5.4	-0.4	-0.4	-0.6	-0.3	24.9
COc1ccc(C(=O)OCCN=C2NS(=O)(=O)c3ccccc32)cc1OC	-23.9	2.3	1.0	-0.8	-38.1	6.6	-0.9	2.5	-0.8	-0.1	158.1
O=C(CNS(=O)(=O)c1ccc(Br)cc1)Nc1ccc2c(c1)OCCO2	-6.9	·	-3.5	-8.6	5.0	4.1	-0.9	0.2	-2.2	·	·
Cn1c(=O)c2c(ncn2CC(=O)N/N=C/C(Cl)=C/c2ccccc2)n(C)c1=O	0.7	-0.4	·	-6.4	·	-16.6	·	2.5	-0.1	0.2	10.5
CCCc1nc2ccccc2c(=O)n1/N=C/c1ccc(O)cc1O	-13.7	1.2	0.7	-0.3	-15.9	8.2	-0.2	2.3	1.0	1.5	5.7
Cc1ccc(C(=O)NCCc2ccc(S(N)(=O)=O)cc2)o1	0.3	-1.3	-1.4	-12.5	-9.4	-7.6	0.9	8.1	-0.9	-2.5	-2.9
Cc1ccc(NC(=O)CC2SC(=NCC3CCCO3)NC2=O)cc1Cl (stereo unspecified)	3.3	3.3	-1.7	-3.3	-15.5	-2.2	0.9	1.1	0.1	2.4	·
CCOC(=O)c1sc2nc3c(SCCC#N)cc(C(=O)c4cc(F)ccc4O)cn3c(=O)c2c1C	-0.7	1.2	2.3	-22.8	-10.3	0.7	0.1	-1.7	-2.2	1.9	-0.6
CCCCOCCCNc1ncnc2c1[nH]c1ccccc12	-8.4	1.5	5.5	-15.7	-13.1	-2.4	1.8	4.1	3.3	1.9	16.3
CC(OC(=O)c1ccc(F)c(S(=O)(=O)N2CCOCC2)c1)C(=O)NCC1CCCCC1 (stereo unspecified)	8.6	0.6	5.7	5.3	-14.4	4.8	2.1	2.4	-0.8	-0.2	-19.1
COCCCNC(=O)Cn1c(=O)n(Cc2ccc(C(=O)NCCc3ccc(OC)c(OC)c3)cc2)c(=O)c2ccccc21	-4.5	-4.0	0.8	9.0	-2.2	-11.1	-0.4	0.7	-0.6	-0.4	557.6
COc1cc(OCc2ccccc2)c(C(=O)/C=C/c2ccc3c(c2)OCO3)c(OC)c1OC	0.7	0.8	-4.0	6.6	4.2	-7.8	-3.8	2.0	-5.7	-1.3	4.4
CCOC(=O)c1ccccc1NC(=O)CSc1nc2ccccc2c(=O)n1CCCN1CCOCC1	-7.9	-2.0	1.4	-2.1	-5.6	-3.8	3.0	1.6	2.0	-1.6	7.3
O=C(O)c1cc(Cl)c(Cl)cc1C(=O)N(Cc1ccccc1)Cc1ccccc1	-9.0	2.5	-3.5	-1.4	3.8	-2.2	0.0	2.3	10.5	1.6	1.3
CC1CN(C(=O)CCC(=O)NCc2cccnc2)c2ccccc2O1 (stereo unspecified)	-0.8	0.0	7.1	-8.1	-21.6	-7.0	-1.9	4.5	1.7	-0.4	-6.0
Cn1nc(C(C)(C)C)c([N+](=O)[O-])c1C(N)=O	0.2	1.4	-3.6	-0.9	18.9	-3.2	2.9	3.6	-0.1	1.3	-5.1
CCCCNC(=O)CCn1c(=O)c2ccccc2n(CC(=O)Nc2ccccc2OCC)c1=O	5.9	2.2	-3.6	-3.2	9.1	-13.7	0.2	0.4	-1.5	-1.6	192.5
COc1ccc(CCNC(=O)CNS(=O)(=O)c2ccc(Br)cc2)cc1	-5.5	-2.3	0.7	1.4	-24.9	-5.1	0.4	1.3	0.5	0.1	108.8
NC(=O)C1CCN(C(=O)C(Cc2ccccc2)NC(=O)c2ccccc2)CC1 (stereo unspecified)	-12.9	2.5	1.6	-7.4	-7.1	-7.3	-0.4	2.5	-2.5	-0.9	211.1

Look-ups from the list:
For CDK5 inh, NC(=O)C1CCN(C(=O)C(Cc2ccccc2)NC(=O)c2ccccc2)CC1 (stereo unspecified) reads -0.4
For AddAB inh, NS(=O)(=O)c1ccc(NC(=O)COC(=O)c2cc3ccccc3cc2O)cc1 reads 1.3

The results go on.
SMILES	PKA-R2B act	AddAB inh	HTR5A ag ctr	Tat transport	HTR5A inv ag	PKA-R1A act	CDK5 inh	phage Ecoli inh	DAGLB inh	E coli growth	SUMO Mot1 rescue
CCc1ccc(CNC(=O)CCS(=O)(=O)Cc2ccccc2F)cc1	4.2	0.7	0.3	-2.7	-7.0	-1.2	0.4	0.6	-0.4	-0.5	5.2
CCOC(=O)c1c(C)n(C)c2ccc(OC(C)=O)cc12	-13.0	1.4	0.1	5.5	1.2	0.1	-0.2	1.0	-0.5	0.2	-7.2
COc1ccc(Nc2nc(N)nc(C(F)(F)F)n2)c(OC)c1	-4.1	1.8	1.0	-6.5	-2.5	9.6	2.3	3.0	-4.0	1.1	-12.2
O=C(NC12CC3CC(CC(C3)C1)C2)c1cccnc1Cl	-8.2	-3.0	0.7	2.0	-2.6	6.9	1.0	0.2	0.0	-3.4	-10.8
Cc1ccccc1N1CCN(S(=O)(=O)c2ccc3oc(=O)ccc3c2)CC1	3.6	1.8	3.8	4.1	19.0	-3.4	-5.4	0.8	-1.8	-0.1	-2.5
CCn1c(N)c(C(=O)COC(=O)CCc2nc3ccccc3c(=O)[nH]2)c(=O)[nH]c1=O	5.3	-2.1	-1.7	1.7	4.1	2.1	-0.6	-0.7	-0.1	-0.3	-0.1
COc1cc(NS(=O)(=O)c2ccc(NC(=S)NC(=O)CC(C)C)cc2)nc(OC)n1	-0.5	0.3	-4.0	7.8	-14.8	14.9	-2.4	1.4	5.7	3.0	-30.6
CC(=O)Nc1ccc2c(c1)OCO2	12.7	4.7	-2.2	-7.2	6.3	-2.2	-0.7	3.6	-1.1	0.9	418.7
CCC(=O)N(Cc1cc(=O)[nH]c2ccccc12)c1ccc(C)cc1	-8.2	-1.4	4.5	-2.8	-27.2	-24.9	0.7	1.1	2.4	0.6	5.5
CCCCCCSc1ccc([C@H]2N[C@@](Cc3ccccc3)(C(=O)OC)[C@H]3C(=O)N(CC)C(=O)[C@@H]23)cc1	1.3	0.2	-0.7	-4.3	0.3	-5.4	-0.8	2.1	-5.4	-3.9	-27.2
COC(=O)c1sccc1NC(=O)Nc1cc(C)ccc1OC	-2.3	·	3.5	-5.0	-12.9	4.4	0.4	2.7	-4.6	·	-7.0
COc1ccc(Nc2nc(Nc3ccc(OC)cc3OC)nc(N3CCN(C)CC3)n2)c(OC)c1	2.6	-2.9	1.4	0.4	-10.8	-4.2	·	3.4	2.9	-2.1	·
NC(=O)c1ccc(NC(=O)COC(=O)c2cccc(Oc3ccccc3)c2)cc1	-5.7	0.8	-1.8	6.1	4.7	-11.0	0.8	1.7	1.1	-1.7	-13.2
O=C(C1CC(c2ccc(F)cc2)=NO1)N1CCN(Cc2ccccc2)CC1 (stereo unspecified)	-1.6	4.3	-1.3	-4.7	3.4	13.6	-0.4	3.6	-2.1	1.0	317.6*
COc1ccc(Nc2nc(NCC3CCCO3)c3ccccc3n2)c(OC)c1 (stereo unspecified)	-7.6	-1.4	-3.7	-4.5	9.6	1.7	-4.5	3.1	-0.5	-1.1	124.6
Cc1sc2nc(CN3CCCCC3)nc(N3CCN(C(=O)c4ccco4)CC3)c2c1C	2.5	-0.5	-0.3	3.3	-3.0	-2.3	-0.7	3.7	2.2	-1.2	4.6
CC[C@@H](C)C(N)c1cn([C@@H](CCC(=O)O)C(=O)N2CCNCC2)nn1 (stereo partly specified)	-7.8	3.6	-0.3	-3.7	-22.2	-8.0	0.3	2.0	-1.7	-0.7	5.8
COc1ccc(-c2nnn(CC(=O)N3CCN(c4ccc(F)cc4)CC3)n2)cc1	-9.2	3.0	-2.3	-0.6	6.3	2.4	1.6	2.5	0.5	-1.4	-11.4
COC(=O)CSc1nnc(-c2sc3cc(OC)ccc3c2Cl)n1C	-8.2	1.7	-3.1	2.3	-9.6	-9.4	-1.6	2.1	0.1	-2.6	441.4
Cc1ccc(S(=O)(=O)N(Cc2cccc(F)c2)C(=O)N2CCN(C)CC2)cc1	1.5	-0.3	3.5	2.1	31.5	-11.7	0.9	·	-1.1	-2.0	-8.7
CCCCCCOc1ccc(N2C(=O)CC(NCc3ccc(S(N)(=O)=O)cc3)C2=O)cc1 (stereo unspecified)	1.2	-1.0	3.5	0.3	-10.0	3.0	0.1	1.4	-0.3	-1.5	-22.1
COc1ccc(C(=O)CC(=O)C(=O)Nc2ccccc2OC)cc1	6.3	0.1	-1.3	-0.3	4.7	-3.3	0.2	0.0	-0.3	-1.8	138.0
Cc1nnc(-c2ccc(Cl)cc2)[nH]c1=O	-3.1	1.6	3.4	7.3	-9.8	-6.5	2.1	4.3	0.9	0.6	-1.5
O=C1NC(=O)/C(=C/c2cccc([N+](=O)[O-])c2)N1	-6.0	0.4	-2.5	9.1	8.9	5.4	2.1	0.8	-1.5	-3.4	-18.3
O=C(Nc1cccnc1)C1CC(c2ccccc2O)=NO1 (stereo unspecified)	-4.8	2.3	-1.7	-4.1	13.8	1.7	2.0	0.5	1.2	3.0	0.2
COc1ccccc1N1CCN(CC(O)COc2ccc(C)cc2C)CC1 (stereo unspecified)	-0.8	0.3	1.6	5.0	-5.5	-6.0	0.8	3.6	-10.6	1.4	-14.5
NC(=O)CSc1nnc(CNc2ccc(F)cc2)n1CC1CCCO1 (stereo unspecified)	3.4	0.7	4.5	-10.6	-9.4	-4.3	-0.5	2.8	-1.2	-0.9	-26.2
NC(=O)c1nnsc1-c1ccc(-c2snnc2C(N)=O)cc1	-2.5	-1.1	3.0	-10.0	-10.8	2.6	-0.2	0.6	-0.3	-1.8	18.5

SUMO Mot1 rescue: entries above that show a hit.
SMILES | PKA-R2B act | AddAB inh | Tat transport | PKA-R1A act | CDK5 inh | phage Ecoli inh | DAGLB inh | SUMO Mot1 rescue
O=C(C1CC(c2ccc(F)cc2)=NO1)N1CCN(Cc2ccccc2)CC1 (stereo unspecified) | -1.6 | 4.3 | -4.7 | 13.6 | -0.4 | 3.6 | -2.1 | 317.6*
